GCN5L2 inh: qHTS Assay for Inhibitors of GCN5L2; AID 504327, 2011; GCN5L2 HAT assay, ThioGlo1 CoA-SH fluorescence; Histone acetyltransferase KAT2A (Homo sapiens), Q92830; actives 0.21% (n = 390,000); Potency, µM (doses to about 58.9 µM), for the others: at the top dose activity change, negative = inhibition, hits mostly inhibitors
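GCN5L2 (20 nM) in 50mM HEPES pH 7.5, 0.1mM EDTA, 0.01% Tween-20 preincubated 15 min with compounds at room temperature. Reaction started with H3(1-25) 75uM, acetyl-CoA 70uM, ThioGlo1 50uM; CoA-thiol fluorescence (Ex340/Em540) read at 0 and 20 min.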
TDP1 cell noCPT: qHTS for Inhibitors of human tyrosyl-DNA phosphodiesterase 1 (TDP1): qHTS in cells in absence of CPT. DT40 Tdp1-/- hTDP1 cells, no CPT, ATP luminescence, 48 h. Potency, µM (titrated, usually from 46.2 µM), inactives show at the top dose activity change, negative = growth inhibition, usual class: inhibitors. AID 686978, 2013. actives 15% (n = 420,000); note: nearly all actives have a fitted effect of over 55% in size
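A cellular qHTS used chicken DT40 cells lacking endogenous Tdp1 but carrying stably transfected human TDP1. Compounds were applied without camptothecin, and cell growth kinetics were judged by ATP-dependent luminescence after ≥48 hr.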
TDP1 block: qHTS Assay for Inhibitors of Tyrosyl-DNA Phosphodiesterase (TDP1); recombinant TDP1, AlphaScreen DNA substrate cleavage; Potency, µM (doses to about 130 µM), without a hit: at the highest dose activity change, negative = inhibition, actives largely listed as inhibitors; actives 0.28% (n = 350,000); AID 485290, 2010; note: nearly all actives have a fitted effect of over 40% in size
Target sequence (Q9NUW8 whole entry, looked up): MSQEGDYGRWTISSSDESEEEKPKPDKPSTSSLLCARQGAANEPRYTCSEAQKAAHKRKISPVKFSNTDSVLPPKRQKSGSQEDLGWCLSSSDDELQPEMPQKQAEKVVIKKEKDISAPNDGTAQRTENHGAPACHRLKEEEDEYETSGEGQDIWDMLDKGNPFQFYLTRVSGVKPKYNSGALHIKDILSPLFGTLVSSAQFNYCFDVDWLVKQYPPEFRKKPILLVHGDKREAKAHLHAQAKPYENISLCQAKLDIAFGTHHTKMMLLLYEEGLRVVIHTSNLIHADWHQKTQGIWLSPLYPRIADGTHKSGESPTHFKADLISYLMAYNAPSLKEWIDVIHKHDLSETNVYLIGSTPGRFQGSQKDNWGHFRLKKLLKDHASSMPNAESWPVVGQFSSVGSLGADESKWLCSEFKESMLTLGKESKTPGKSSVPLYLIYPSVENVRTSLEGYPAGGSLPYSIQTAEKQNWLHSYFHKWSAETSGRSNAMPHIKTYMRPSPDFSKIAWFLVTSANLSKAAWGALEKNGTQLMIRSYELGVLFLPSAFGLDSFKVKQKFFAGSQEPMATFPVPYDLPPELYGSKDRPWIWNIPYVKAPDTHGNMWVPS
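AlphaScreen read-out: signal falls as enzyme removes the 3' tyrosine-FITC from a 5'-biotinylated DNA oligo (15 nM, 5 min, RT). Enzyme was E. coli-made recombinant Tdp1 at 1 nM, exposed to compound for 15 min beforehand; beads 10 ug/ml, 10 min.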
* = called active by the depositor; ? = inconclusive; nt = not tested or not shown; & = joins results of further samples; [ ] = dose if it differs, or a comment. Calls come from the whole dose curve; as a rule, active = well fitted curve in the direction sought with a large enough effect; inconclusive = small, poorly fitted or top-dose-only effect, or another doubt; inactive = no such curve, though single readings can be large; an effect the other way counts as inactive or inconclusive. % is set by controls: 0 for no effect and ±100 for the full control effect; potency is the fitted concentration of half-maximal effect. Only part of the results is shown (hit frequency here may not be typical).

Fields: GCN5L2 inh	TDP1 cell noCPT	TDP1 block
COCC(C)NC(=O)c1ccc2c(c1)S(=O)(=O)c1ccccc1C2=O (centres undefined)
  -4%	0%	5%
CC(=O)Nc1ccc(SC[C@H](CC(C)C)N2CCN(CC(C)C)CCC2=O)cc1
  -14%	-25%	-4%
COc1ccc(C(=O)C2CCCN(C(=O)CCNC(C)=O)C2)cc1OC (centres undefined)
  ?	27%	nt
O=C1CN(C(=O)C2CCC(=O)N(CCc3ccc(Cl)cc3)C2)CCN1 (centres undefined)
  2%	-7%	4%
O=C(Nc1ccc2c(c1)OCCO2)c1cnn(-c2ccccc2)n1
  -9%	-11%	0%
O=C(Nc1cccn(Cc2c(Cl)cccc2Cl)c1=O)c1c(Cl)cccc1Cl
  -8%	?	2%
Cc1nc(N=C(N)N)nc2c(C)cccc12
  -17%	21µM*	0%
Cc1cc2nnc(SCC(=O)N3C(C)CCCC3C)n2c(N)n1 (centres undefined)
  2%	?	3%
CC(C)(C)Cn1c(=O)[nH]c(=O)c2cc([N+](=O)[O-])cnc21
  -2%	-4%	3%
C[C@H](CO)N1C[C@H](C)[C@@H](CN(C)C(=O)NC2CCCCC2)Oc2ccc(NS(=O)(=O)c3cn(C)cn3)cc2C1=O
  -4%	-4%	1%

Remaining list, next part.
Fields: GCN5L2 inh	TDP1 cell noCPT	TDP1 block
O=C(c1ccccc1[N+](=O)[O-])N(CCc1ccccc1)Cc1ccccc1
  -19%	12µM*	3%
COCCn1c(SC2CCCCC2=O)nnc1-c1ccncc1 (centres undefined)
  -6%	-14%	nt
CCn1c(=O)n(CC(=O)NCC2CCCO2)c(=O)c2c3c(sc21)COC(C)(C)C3 (centres undefined)
  -2%	7%	3%
CN(C)c1ncc2nc(-c3ccccc3)c(=O)n(C[C@H]3CCCO3)c2n1
  -20%	5%	nt
Cn1c(=O)c(=O)n(C)c2cc(S(=O)(=O)Nc3ccc(OC(F)(F)F)cc3)ccc21
  -8%	-8%	0%
O=C(CC1CCCC1)NNC(=O)c1ccc(Br)cc1
  2%	-16%	-2%
CCCCCCNC(=O)CCCCCNS(=O)(=O)c1ccc(OC)cc1
  -1%	?	3%
Cc1ccc(NC(=O)Nc2cccs2)nc1
  -2%	-17%	2%
O=C1Cc2cc(S(=O)(=O)N3CCNCC3)ccc2N1
  0%	-17%	1%
CN1CCN(C2=NC(=O)/C(=C/c3cn[nH]c3-c3ccccc3)S2)CC1
  -6%	?	4%

Following part.
Fields: GCN5L2 inh	TDP1 cell noCPT	TDP1 block
Cc1ccc(Cl)cc1N1CCN(CC(=O)Nc2ccc(CN3CCCCC3)cc2)CC1
  1%	?	7%
CCCN(C(=O)Cn1cnc2onc(-c3ccc(F)cc3)c2c1=O)c1cccc(Cl)c1
  -5%	?	0%
CC(NC(=O)CN1CCN(c2ccc(Cl)cc2)CC1)c1ccccc1 (centres undefined)
  -6%	-7%	nt
Cn1c(NCCCO)nc2c1c(=O)n(Cc1cccc(F)c1)c(=O)n2C
  1%	-21%	4%
CCn1c(SCC(=O)OC(C)C)nnc1-c1cccc(Cl)c1
  2%	-14%	3%
Cc1ccc(/C=C/c2onc(C)c2S(=O)(=O)N2CCC(C(=O)N3CCN(C)CC3)CC2)cc1
  -3%	23µM*	3%
Cc1ccc(OC/C(O)=C(\C#N)c2nc3ccccc3s2)cc1
  -18%	?	-1%
COc1ccc(C(CCN2CCOCC2)c2c(O)cc(OC)cc2OC)cc1 (centres undefined)
  -4%	?	9%
COc1ccc(-n2c(COc3ccc(Cl)cc3)nnc2SCc2ccc(C#N)cc2)cc1
  -7%	23µM*	0%
COCCn1c(SCC(=O)Nc2ccc(C(C)=O)cc2)nnc1-c1ccco1
  -2%	-26%	9%

Additional structures
Fields: GCN5L2 inh	TDP1 cell noCPT	TDP1 block
CCNC(=O)N1C(=O)C2(OCCO2)c2ccccc21
  -6%	11%	-2%
CC(NC(=O)C(=O)N1CCOCC1)C(c1cccs1)N1CCN(c2ccc(F)cc2)CC1 (centres undefined)
  -6%	-9%	7%
C/C=C/C(=O)OCc1csc(CC(=O)Nc2ccccc2C)n1
  1%	8%	1%
COc1cccc(NC(=O)C2CCCC2)c1
  0%	-17%	-4%
Cc1noc(C)c1C(=O)N1CCCC(Nc2ccc(C(C)C)cc2)C1 (centres undefined)
  -3%	-16%	3%
CCCCOc1cccc(C(=O)N(Cc2cccs2)C2CCS(=O)(=O)C2)c1 (centres undefined)
  -2%	?	0%
O=C(CCCC(=O)n1cnc2ccccc21)n1cnc2ccccc21
  5%	-5%	-4%
O=C(NCC(c1ccco1)N1CCCCC1)C(c1ccccc1)c1ccccc1 (centres undefined)
  -4%	?	7%
COc1ccc(S(=O)(=O)N(CC(=O)Nc2ccc(C)cc2)c2ccc(C)cc2)cc1OC
  -1%	nt	2%
Cc1cccc(N2CCN(C(=O)c3ccc(N4CCCC4=O)cc3)CC2)c1C
  0%	23µM*	5%

Further records follow:
Fields: GCN5L2 inh	TDP1 cell noCPT	TDP1 block
O=S(=O)(c1ccc2c(c1)CCN2)N1CCCC1
  -1%	9%	1%
COc1ccccc1NS(=O)(=O)c1ccc(C)c(NS(=O)(=O)c2cc(C(=O)O)cc(C)c2C)c1
  1%	0%	8%
O=C(CN1C(=O)c2ccccc2S1(=O)=O)NCc1ccccc1
  -6%	-10%	nt
Cc1ccc(-c2nn3c(=O)cc(CN4CCN(C(=O)Nc5cc(Cl)ccc5C)CC4)nc3s2)cc1
  -17%	-2%	3%
Cc1c(C(=O)NCc2ccc(F)cc2)sc2nc3n(c(=O)c12)CCC3
  -8%	-17%	-6%
Cc1ccccc1NC(=O)Cn1c(NCC(C)O)nc2ccccc21 (centres undefined)
  -5%	16%	3%
CC1(C)N=C(C(=O)c2ccccc2)N(O)C1(C)O (centres undefined)
  -17%	-6%	6%
CCNS(=O)(=O)c1ccc(CCC(=O)NC2CCCC2)cc1
  -6%	-25%	2%
Cc1cc(N2CCOCC2)nc2ccc(NC(=O)CCC(=O)N3CCN(c4ccc(F)cc4)CC3)cc12
  -8%	8.2µM*	6%
CCCS(=O)(=O)N1CCCC(C(=O)NCCCN(Cc2ccccc2)C(C)C)C1 (centres undefined)
  0%	6%	4%

Further records
Fields: GCN5L2 inh	TDP1 cell noCPT	TDP1 block
CCC1CCCCN1C(=O)c1ccc([N+](=O)[O-])o1 (centres undefined)
  -6%	-20%	nt
COc1cccc(C(=O)N=c2sc3c(C)ccc(OC)c3n2C)c1
  2%	?	2%
Cc1ccc(N2CCN(CC(O)COC3CCCCC3)CC2)cc1 (centres undefined)
  -7%	?	2%
COC(=O)C1=C(C)NC(=O)NC1c1ccc2ccccc2c1 (centres undefined)
  -1%	-9%	nt
CCN1CCN(CCCNC(=O)CCC(=O)N2CCOc3ccc(Cl)cc32)CC1
  -4%	8%	nt
O=C(Cn1c2ccccc2c(=O)c2cc([N+](=O)[O-])ccc21)Nc1ccccc1Cl
  -14%	13µM*	4%
Cc1cccc(C(=O)NCC(=O)N2CCCC2)c1
  -2%	14%	2%
O=C(CCc1ccc(S(=O)(=O)N2CCOCC2)cc1)Nc1nc(COc2ccccc2)cs1
  -4%	?	-1%
CCN1CCN(c2ccc(S(=O)(=O)N3CCCC3)cn2)CC1
  -12%	-2%	-2%
COc1ccc(C(C)(C)C)cc1NC(=O)c1ccc[n+]([O-])c1
  -2%	-16%	2%

Next part:
Fields: GCN5L2 inh	TDP1 cell noCPT	TDP1 block
c1ccc(CCc2nn3c(Cc4ccccc4)nnc3s2)cc1
  -19%	?	-2%
CCN1CCN(c2ccc([N+](=O)[O-])cc2S(=O)(=O)N2CCOCC2)CC1
  -3%	-1%	-2%
CCOC(=O)c1sc(NC(=O)c2sc(C)nc2C)nc1C
  -2%	?	nt
COc1ccccc1NC(=O)c1sc2nc(N3CCOCC3)c3c(c2c1N)CC(C)(C)OC3
  2%	5%	3%
Cc1ccc(-c2nc(CSCC(=O)NCCCN3CCOCC3)c(C)o2)cc1
  -2%	9%	2%
CN(C)Cc1c(C(=O)N/N=C/CCc2ccccc2)nnn1-c1nonc1N
  -8%	25%	-9%
O=C(CN1C(=O)c2cccc3cccc1c23)NCc1cccnc1
  32µM*	-20%	0%
Cc1cccc(NC(=O)CCSc2nncn2C)c1
  0%	-11%	0%
N/C(CC(=O)NCCOc1ccccc1)=N\O
  1%	-2%	8%
N#CC1(c2ccccc2)CCCN1C(=O)c1ccco1 (centres undefined)
  1%	19%	-2%

The results go on.
Fields: GCN5L2 inh	TDP1 cell noCPT	TDP1 block
CC(NC(=O)c1ccc2nc(CCc3ccccc3)oc2c1)c1ccccc1 (centres undefined)
  -1%	?	2%
COC(=O)c1sc2cccc(F)c2c1S(=O)(=O)NCc1ccc(Cl)cc1
  19%	11%	6%
C=CCn1c(=O)c2ccccc2n2c(SCC(=O)Nc3sc(C(=O)N(CC)CC)c(C)c3C(=O)OCC)nnc12
  -3%	15µM*	-3%
Cc1ccc(-n2c(SCC(N)=O)nnc2-c2ccccn2)cc1
  -7%	-10%	2%
COCCNC(=S)N/N=C/c1ccc([N+](=O)[O-])cc1
  -28%	-17%	0%
c1ccc(Cn2c[n+](Cc3ccccc3)cn2)cc1
  -4%	-9%	nt
Cc1c(NC(=O)CCSCCc2ccccn2)cccc1[N+](=O)[O-]
  -8%	?	5%
NNC(=S)Nc1ccc(OC(F)(F)F)cc1
  -19%	?	6%
CCOCC(=O)Nc1ccc(S(=O)(=O)Nc2nccs2)cc1
  -2%	6%	7%
COCCn1c(=N)c(C(=O)NCc2ccco2)cc2c(=O)n3ccccc3nc21
  0%	-18%	-1%

Whole records from above:
O=C(Nc1ccc2c(c1)OCCO2)c1cnn(-c2ccccc2)n1 in the list: GCN5L2 inh: -9%; TDP1 cell noCPT: -11%; TDP1 block: 0%
Cc1noc(C)c1C(=O)N1CCCC(Nc2ccc(C(C)C)cc2)C1 (centres undefined) in the list: GCN5L2 inh: -3%; TDP1 cell noCPT: -16%; TDP1 block: 3%
CCNS(=O)(=O)c1ccc(CCC(=O)NC2CCCC2)cc1 in the list: GCN5L2 inh: -6%; TDP1 cell noCPT: -25%; TDP1 block: 2%

Next section.
Fields: GCN5L2 inh	TDP1 cell noCPT	TDP1 block
CCC(=O)NC1(C(F)(F)F)C(=O)NC(C)=C1C#N (centres undefined)
  5%	1%	0%
COc1ccc(Cl)cc1NC(=O)CN(C)C(=O)c1ccc(-n2cncn2)cc1
  -2%	-13%	1%
COc1cccc(-c2cc(=O)c3cc(NC(=O)c4ccccc4)ccc3[nH]2)c1
  -23%[88.6 µM]	4.1µM*	7%&0%
Cc1ccc(S(N)(=O)=O)cc1NC(=O)/C=C/c1cccs1
  -4%	-19%	3%
CCC1=C(OC(=O)N(CC)CC)N2C(=O)OC(=NCc3ccccc3)[C@]2(C)[C@H]2C1=CC[C@H]1C(=O)N(c3ccccc3)C(=O)[C@H]12
  -13%	?	9%&6%
COc1ccccc1C(CNC(=O)COc1cc(C)ccc1Cl)N1CCCC1 (centres undefined)
  -2%	?	1%
Nc1nnc(-c2ccc(Cl)c([N+](=O)[O-])c2)s1
  0%	?	2%
Cc1ccn2c(=O)nc(SCC(=O)N3CCCC3)nc2c1
  0%	-7%	nt
Cn1nnc(NC(=O)c2ccco2)n1
  -8%	-1%	0%
CC(C)Oc1ccc(/C(O)=C2/C(=O)C(=O)N(CCN3CCNCC3)C2c2ccc(C(C)C)cc2)cc1 (centres undefined)
  -12%	17%	nt

4 entries picked at random from the list so far, as already listed:
Fields: GCN5L2 inh	TDP1 cell noCPT	TDP1 block
CC(C)Oc1ccc(/C(O)=C2/C(=O)C(=O)N(CCN3CCNCC3)C2c2ccc(C(C)C)cc2)cc1 (centres undefined)
  -12%	17%	nt
Cn1nnc(NC(=O)c2ccco2)n1
  -8%	-1%	0%
COc1ccc(Cl)cc1NC(=O)CN(C)C(=O)c1ccc(-n2cncn2)cc1
  -2%	-13%	1%
Cc1ccc(S(N)(=O)=O)cc1NC(=O)/C=C/c1cccs1
  -4%	-19%	3%

New compounds follow.
Fields: GCN5L2 inh	TDP1 cell noCPT	TDP1 block
COc1ccc2[nH]cc(CCNC(=O)C3CC(=O)N(c4ccc(Cl)cc4)C3)c2c1 (centres undefined)
  -11%	-26%	11%
O=C1CCN(Cc2ccc([N+](=O)[O-])cc2)CCN1CCO
  -7%	-2%&-6%	nt
CCOC(=O)c1c(NC(=O)CC(C)C)sc(C(C)=O)c1C
  -6%	-22%	0%
CCCc1nnc(SCC(=O)N(CC)CC)n1CC1CCCO1 (centres undefined)
  -7%	0%	0%
COc1cc(S(=O)(=O)N2CCOCC2)ccc1NC(=O)c1cc2c(s1)CCC2
  -5%	26µM*	1%

Source: PubChem (National Center for Advancing Translational Sciences (NCATS))
